Screens as filed in PubChem BioAssay.
SRC1 TRFRET art = flags TR-FRET format artefacts in PPARgamma SRC-1 recruitment agonist screen | TR-FRET detection artefact counter-screen, emission ratio; active compounds read high | AID 1051 | hit rate 0.34% among 99,000 | TR-FRET ratio at 8 µM; in the data active = TR-FRET ratio above about 2300; also: inactives centre near 1800; reference of the scale not given here
SRC3 TRFRET art = TR-FRET artefact, counter-screen to PPARgamma/SRC-3 agonist assay; PPARgamma/SRC-3 format; active compounds read high; TR-FRET ratio at 8 µM; hit rate 0.39% among 99,000; AID 1048; in the data active = TR-FRET ratio above about 2000; also: inactives centre near 1600; reference of the scale not given here
* marks the source's active call; other numbers are inactive results. Only part of the results is shown (hit frequency here may not be typical).

What do the screens show for `O=C(N/N=C/c1ccccn1)c1cc(C2CC2)[nH]n1`?
SRC1 TRFRET art: 1535; SRC3 TRFRET art: 1567

How did CC(C)(C)NC(=O)CCc1ncc(C(F)(F)F)cc1Cl do in these assays?
SRC1 TRFRET art: 1797; SRC3 TRFRET art: 1625

What do the screens show for `Cc1nn(C)c(C)c1S(=O)(=O)N(CC(=O)Nc1ccc2c(c1)OCO2)c1ccc(C(C)C)cc1`?
SRC1 TRFRET art: 1753; SRC3 TRFRET art: 1543

How did Fc1cccc(Nc2ncnc3[nH]ncc23)c1 do in these assays?
SRC1 TRFRET art: 1860; SRC3 TRFRET art: 1331

How did O=c1ccc(C(F)(F)F)cn1Cc1cc(=O)n2ccsc2n1 do in these assays?
SRC1 TRFRET art: 1871; SRC3 TRFRET art: 1565

How did O=C(CSCc1cccc(Br)c1)NC1CC1 do in these assays?
SRC1 TRFRET art: 1836; SRC3 TRFRET art: 1597

How did O=C(NCCN1C(=O)S/C(=C\c2ccc(Cl)c(Cl)c2)C1=O)c1ccc2c(c1)C(=O)N(Cc1ccncc1)C2=O do in these assays?
SRC1 TRFRET art: 1716; SRC3 TRFRET art: 1812

How did CC1CCCC(NC(=O)CCNS(=O)(=O)c2ccc(Br)cc2)C1C (centres undefined) do in these assays?
SRC1 TRFRET art: 2164; SRC3 TRFRET art: 1592

Results for COc1ccc(NC(=O)/C(C#N)=C\C=C\c2ccco2)cc1 ?
SRC1 TRFRET art: 1986; SRC3 TRFRET art: 1527

How did Cn1cc(P(=S)(N2CCOCC2)N2CCOCC2)cc1P(=O)(N1CCOCC1)N1CCOCC1 do in these assays?
SRC1 TRFRET art: 1845; SRC3 TRFRET art: 1596

Results for Cc1ccc(NC(=O)c2nnn(-c3cccc(C(F)(F)F)c3)c2N)cc1 ?
SRC1 TRFRET art: 1787; SRC3 TRFRET art: 1646

What do the screens show for `O=C(COC(=O)COc1ccccc1)Nc1ccc(S(=O)(=O)N2CCOCC2)cc1`?
SRC1 TRFRET art: 1530; SRC3 TRFRET art: 1348

What do the screens show for `CC(/C=N/NC(=O)c1ccncc1)=C\c1ccco1`?
SRC1 TRFRET art: 1698; SRC3 TRFRET art: 1594

How did CCN(CC)CC(=O)Nc1ccccc1SCC(=O)Nc1ccsc1C(=O)OC do in these assays?
SRC1 TRFRET art: 1676; SRC3 TRFRET art: 1542

What do the screens show for `COc1ccc(NC(=O)Nc2nnc(N3CCCCC3C)s2)cc1OC` (centres undefined)?
SRC1 TRFRET art: 1871; SRC3 TRFRET art: 1682

What do the screens show for `Cc1cc(C)c2c(=O)n(CC(=O)NCCCN3CCOCC3)sc2n1`?
SRC1 TRFRET art: 1901; SRC3 TRFRET art: 1629

Results for Cc1cc(C)nc(NC(=O)c2cc([N+](=O)[O-])cc([N+](=O)[O-])c2)n1 ?
SRC1 TRFRET art: 1775; SRC3 TRFRET art: 1556

How did O=[N+]([O-])c1ccccc1N/N=C/c1ccc2c(c1)OCO2 do in these assays?
SRC1 TRFRET art: 1715; SRC3 TRFRET art: 1776

Results for Cc1ccc(N2C(=O)c3cccc4c(Oc5ccccc5[N+](=O)[O-])ccc(c34)C2=O)c(C)c1 ?
SRC1 TRFRET art: 1963; SRC3 TRFRET art: 1677

Results for O=C1CC(c2ccc(Cl)cc2)SC(N(c2ccccc2)c2ccccc2)=N1 (centres undefined) ?
SRC1 TRFRET art: 1831; SRC3 TRFRET art: 1766

The last two entries of the section above come first, to join the parts.
Results for Cc1ccc(N2C(=O)c3cccc4c(Oc5ccccc5[N+](=O)[O-])ccc(c34)C2=O)c(C)c1 ?
SRC1 TRFRET art: 1963; SRC3 TRFRET art: 1677

Results for O=C1CC(c2ccc(Cl)cc2)SC(N(c2ccccc2)c2ccccc2)=N1 (centres undefined) ?
SRC1 TRFRET art: 1831; SRC3 TRFRET art: 1766

What do the screens show for `Cc1ccccc1S(=O)(=O)Cc1ccc(C(=O)N2CCN(C3CCCCC3)CC2)o1`?
SRC1 TRFRET art: 2021; SRC3 TRFRET art: 1631

What do the screens show for `O=C(CCN1c2ccccc2Sc2ccccc21)OCc1nnc(-c2ccccc2)o1`?
SRC1 TRFRET art: 1883; SRC3 TRFRET art: 1767

How did CCCCNCCOCCOc1ccc(C)cc1Br do in these assays?
SRC1 TRFRET art: 1798; SRC3 TRFRET art: 1692

What do the screens show for `Cc1ccc(CSc2ccc(-c3ccc4c(c3)OCO4)nn2)cc1`?
SRC1 TRFRET art: 1610; SRC3 TRFRET art: 1624

How did Cc1cc2ncc(C(=O)N=CN(C)C)cn2n1 do in these assays?
SRC1 TRFRET art: 1857; SRC3 TRFRET art: 1506

What do the screens show for `CCOc1ccc(-n2c(C)c(C(C)=O)c3cc(OCC(N)=O)ccc32)cc1`?
SRC1 TRFRET art: 1539; SRC3 TRFRET art: 1495

Results for COc1cc(/C=N/NC(=O)c2cc(C)oc2C)ccc1O ?
SRC1 TRFRET art: 1799; SRC3 TRFRET art: 1469

How did CN(Cc1cccc(-n2cccn2)c1)C(=O)CCc1nnc(C2CCCCC2)o1 do in these assays?
SRC1 TRFRET art: 1661; SRC3 TRFRET art: 1758

What do the screens show for `COc1cc2nc(CCc3ccccc3)oc(=O)c2cc1OC`?
SRC1 TRFRET art: 1708; SRC3 TRFRET art: 1617

What do the screens show for `COC(=O)Nc1ccc(S(=O)(=O)N2CCC(C(=O)N3CCCC(C)C3)CC2)cc1` (centres undefined)?
SRC1 TRFRET art: 1863; SRC3 TRFRET art: 1438

What do the screens show for `CCCCOc1ccc(C(=O)N/N=C/c2ccc(OCCN3CCCCC3)c(OC)c2)cc1`?
SRC1 TRFRET art: 1832; SRC3 TRFRET art: 1650

What do the screens show for `Cc1ccc(CN(C)CC(=O)Nc2cccc([N+](=O)[O-])c2)o1`?
SRC1 TRFRET art: 1686; SRC3 TRFRET art: 1425

What do the screens show for `Nc1nc(-c2ccc3c(c2)CCCC3)cs1`?
SRC1 TRFRET art: 2083; SRC3 TRFRET art: 1660

What do the screens show for `C/C(Cc1ccccc1)=N\NC(=O)CNC(=O)c1ccc(C(C)(C)C)cc1`?
SRC1 TRFRET art: 1947; SRC3 TRFRET art: 1311

Results for CC(=O)c1ccc(OCc2cccc(C(F)(F)F)c2)cc1O ?
SRC1 TRFRET art: 2016; SRC3 TRFRET art: 1770

Results for COc1ccc(CCNC(=O)c2ccc(CNS(=O)(=O)c3ccc(C(C)(C)C)cc3)cc2)cc1OC ?
SRC1 TRFRET art: 1701; SRC3 TRFRET art: 1549

Results for COc1ccc(S(=O)(=O)N(CC(=O)N2CCOCC2)c2cc(Cl)ccc2OC)cc1OC ?
SRC1 TRFRET art: 1917; SRC3 TRFRET art: 1468

What do the screens show for `CSc1nc2ccc(NC(=O)C3=NN(c4ccccc4)C(=O)CC3)cc2s1`?
SRC1 TRFRET art: 1685; SRC3 TRFRET art: 1570

Results for CCOc1ncccc1C(=O)N1CCN(c2ccc(C(F)(F)F)cn2)CC1 ?
SRC1 TRFRET art: 2068; SRC3 TRFRET art: 1815

Results for Cc1cc(C)cc(N2CC(C)(C)C2=O)c1 ?
SRC1 TRFRET art: 1746; SRC3 TRFRET art: 1368

The final 6 records of the part before open the next one:
Results for CC(=O)c1ccc(OCc2cccc(C(F)(F)F)c2)cc1O ?
SRC1 TRFRET art: 2016; SRC3 TRFRET art: 1770

Results for COc1ccc(CCNC(=O)c2ccc(CNS(=O)(=O)c3ccc(C(C)(C)C)cc3)cc2)cc1OC ?
SRC1 TRFRET art: 1701; SRC3 TRFRET art: 1549

Results for COc1ccc(S(=O)(=O)N(CC(=O)N2CCOCC2)c2cc(Cl)ccc2OC)cc1OC ?
SRC1 TRFRET art: 1917; SRC3 TRFRET art: 1468

What do the screens show for `CSc1nc2ccc(NC(=O)C3=NN(c4ccccc4)C(=O)CC3)cc2s1`?
SRC1 TRFRET art: 1685; SRC3 TRFRET art: 1570

Results for CCOc1ncccc1C(=O)N1CCN(c2ccc(C(F)(F)F)cn2)CC1 ?
SRC1 TRFRET art: 2068; SRC3 TRFRET art: 1815

Results for Cc1cc(C)cc(N2CC(C)(C)C2=O)c1 ?
SRC1 TRFRET art: 1746; SRC3 TRFRET art: 1368

What do the screens show for `CCN(CC)C(=O)COc1ccc(/C(C)=N/NC(=O)c2ccccc2O)cc1`?
SRC1 TRFRET art: 1926; SRC3 TRFRET art: 1435

How did COc1ccccc1NC(=S)NC(=O)/C=C/c1ccco1 do in these assays?
SRC1 TRFRET art: 1645; SRC3 TRFRET art: 1634

What do the screens show for `CC(C)/C=C1\CCc2c([nH]c3ccccc23)C1=O`?
SRC1 TRFRET art: 2018; SRC3 TRFRET art: 1662

Results for Cc1nc2nc3c(c(=O)n2[nH]1)CCC3 ?
SRC1 TRFRET art: 2178; SRC3 TRFRET art: 1550

How did CN(C)c1cc[n+](Cc2ccccc2)cc1 do in these assays?
SRC1 TRFRET art: 1605; SRC3 TRFRET art: 1598

What do the screens show for `CC1CN(c2cc(=O)n(-c3ccccc3)c(=O)[nH]2)CC(C)O1` (centres undefined)?
SRC1 TRFRET art: 1444; SRC3 TRFRET art: 1236

Results for Cc1nc2nc[nH]n2c(=O)c1NC(=O)CC12CC3CC(CC(C3)C1)C2 ?
SRC1 TRFRET art: 1845; SRC3 TRFRET art: 1620

What do the screens show for `CCOC(=O)c1cn(CC#N)c2cc(F)c(F)cc2c1=O`?
SRC1 TRFRET art: 1673; SRC3 TRFRET art: 1566

Results for O=C(NNc1ccccc1Br)C(=O)n1ccc2ccccc21 ?
SRC1 TRFRET art: 1970; SRC3 TRFRET art: 1651

How did COCC(=O)N1CCN(c2cccc(Cl)c2)CC1 do in these assays?
SRC1 TRFRET art: 1743; SRC3 TRFRET art: 1408

Results for CCOC(=O)c1c(C)c(C)n(Cc2ccc(OC)c(OC)c2)c1C ?
SRC1 TRFRET art: 1892; SRC3 TRFRET art: 1760

What do the screens show for `COc1ccccc1N1CCN(C(=O)CCC(=O)O)CC1`?
SRC1 TRFRET art: 2032; SRC3 TRFRET art: 1578

How did CCOC(=O)C1(Cc2cccc(OC)c2)CCN(Cc2ccccc2)CC1 do in these assays?
SRC1 TRFRET art: 1577; SRC3 TRFRET art: 1563

How did CC(=O)n1cc([C@@H]2C=C(C(=O)NCc3ccccc3)O[C@H](OCCCCO)C2)c2ccccc21 do in these assays?
SRC1 TRFRET art: 1606; SRC3 TRFRET art: 1503

What do the screens show for `Oc1ccc(/C=N/Nc2nc(-c3ccc(Cl)cc3)cc(C(F)(F)F)n2)cc1`?
SRC1 TRFRET art: 1873; SRC3 TRFRET art: 1772

How did S=C(NCC1CCCO1)N1CCN(c2nc(-c3ccccc3)cs2)CC1 (centres undefined) do in these assays?
SRC1 TRFRET art: 1620; SRC3 TRFRET art: 1456

Results for Cc1ccc(Oc2cc(NC(=O)CCCn3nc(C)c([N+](=O)[O-])c3C)cc([N+](=O)[O-])c2)cc1 ?
SRC1 TRFRET art: 1688; SRC3 TRFRET art: 1515

Results for CCC(=O)NC(=S)Nc1ccc(OC)cc1OC ?
SRC1 TRFRET art: 1661; SRC3 TRFRET art: 1520

How did O=C(O)c1ccc(N/N=C/c2ccc(C(F)(F)F)cc2)cc1 do in these assays?
SRC1 TRFRET art: 1837; SRC3 TRFRET art: 1525

How did CC(=O)c1ccc(NC(=O)C(C)N(C)CC(=O)Nc2cccc(F)c2)cc1 (centres undefined) do in these assays?
SRC1 TRFRET art: 1883; SRC3 TRFRET art: 1539

How did CCCOC(=O)c1ccc(NC(=O)C2C3C=CC(O3)C2C(=O)O)cc1 (centres undefined) do in these assays?
SRC1 TRFRET art: 1555; SRC3 TRFRET art: 1572

What do the screens show for `Cc1ccc(N(Cc2cc3cc(C)ccc3[nH]c2=O)C(=O)c2cccs2)cc1`?
SRC1 TRFRET art: 1914; SRC3 TRFRET art: 1564

What do the screens show for `COC(=O)C(=C/C=C/c1cccnc1)C(=O)OC`?
SRC1 TRFRET art: 1493; SRC3 TRFRET art: 1268

What do the screens show for `O=C(Cc1ccccc1)Nc1ccc2c(c1)CCC2`?
SRC1 TRFRET art: 1680; SRC3 TRFRET art: 1629

What do the screens show for `CC1Cc2ccccc2N1C(=O)CNc1cccc(S(=O)(=O)N2CCCC2)c1` (centres undefined)?
SRC1 TRFRET art: 2150; SRC3 TRFRET art: 1727

Results for CCOC(=O)C1=NNC(C(=O)c2ccc(C)cc2)C1c1ccc(C)cc1 (centres undefined) ?
SRC1 TRFRET art: 1754; SRC3 TRFRET art: 1525

Results for Cc1cccc(C)c1NC(=O)CN1C(=O)N(C)Cc2ccccc21 ?
SRC1 TRFRET art: 2035; SRC3 TRFRET art: 1588

What do the screens show for `Cc1cccc(NC(=S)NC(=O)/C=C/c2ccccc2)n1`?
SRC1 TRFRET art: 1780; SRC3 TRFRET art: 1698

How did Cc1cc(CNC(=O)COc2ccc(F)cc2)c2ccccc2n1 do in these assays?
SRC1 TRFRET art: 1824; SRC3 TRFRET art: 1553

How did CC(C)(C)n1nnnc1C(c1ccc(F)cc1)N1CCC(C(N)=O)CC1 (centres undefined) do in these assays?
SRC1 TRFRET art: 1813; SRC3 TRFRET art: 1746

Results for CCCNC(=O)CN(c1cccc(F)c1)S(C)(=O)=O ?
SRC1 TRFRET art: 2060; SRC3 TRFRET art: 1784

What do the screens show for `O=C(O)c1cccc(NC(=S)NCc2ccccc2)c1`?
SRC1 TRFRET art: 1837; SRC3 TRFRET art: 1613

What do the screens show for `CC(=O)NS(=O)(=O)c1ccc(NC(=S)NC(=O)Cc2ccccc2)cc1`?
SRC1 TRFRET art: 1521; SRC3 TRFRET art: 1715

Results for CNC(=O)/C(C#N)=C/c1ccc(-c2ccccc2[N+](=O)[O-])o1 ?
SRC1 TRFRET art: 1662; SRC3 TRFRET art: 1561

What do the screens show for `Cc1ccc(NC(=O)Nc2nnc(Cc3ccc([N+](=O)[O-])cc3)s2)cc1`?
SRC1 TRFRET art: 1547; SRC3 TRFRET art: 1629

How did Cc1ccc(C(=O)NC(=S)NNS(=O)(=O)c2ccc(C)cc2)cc1 do in these assays?
SRC1 TRFRET art: 1875; SRC3 TRFRET art: 1587

Results for NC(=O)C1CCN(C(=O)CNC(=O)c2ccccc2)CC1 ?
SRC1 TRFRET art: 1864; SRC3 TRFRET art: 1561

What do the screens show for `COc1ccccc1NC(=O)c1ccc(NC(=O)CN2CCCC2)cc1`?
SRC1 TRFRET art: 1861; SRC3 TRFRET art: 1532
